PhoP GFP inhibition: PhoP regulon inhibitors, Salmonella typhi PhoP promoter GFP reporter, confirmatory (AID 1850); inhibition, % at 50 µM, or IC50 in µM where a hit was titrated; Salmonella Typhi PhoP-promoter GFP reporter, fluorescence, 4 h; higher % means a stronger effect; hit rate 0.33% among 310,000; in the data active = a potency from the dose series; inconclusive = inhibition mostly from about 25% at the one dose, without a potency; inactive = the rest, 99 in 100 with inhibition below about 19%;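 also: 0% = induced wells with vehicle and 100% = uninduced wells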
M. tuberculosis: growth inhibition of non-replicating M. tuberculosis (AID 488890). Mycobacterium tuberculosis non-replicating, growth inhibition; higher % means a stronger effect. inhibition, % at 25 µM, or IC50 in µM where a hit was titrated. hit rate 0.39% among 320,000; in the data active = a potency from the dose series; inconclusive = inhibition mostly from about 82% at the one dose, without a potency; inactive = the rest, 99 in 100 with inhibition below about 76%;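 also: plate controls were DMSO cells for no effect and high antibiotic wells for full effect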
VEEV TC-83 Vero: inhibitors of VEEV TC-83 cytopathic effect, confirmation, Vero cells (AID 588727) | Vero cells, VEEV TC-83 cytopathic effect inhibition; higher % means a stronger effect | one-dose inhibition, % at 20 µM; IC50 in µM for titrated hits | hit rate 0.13% among 350,000; in the data active = a potency from the dose series; inconclusive = inhibition mostly from about 14% at the one dose, without a potency; inactive = the rest, 99 in 100 with inhibition below about 12%; also: strong numbers were not always called active
influenza NS1A: H1N1 influenza NS1A inhibitors, functional cell based assay (AID 504329); NS1A functional cell-based assay, percent inhibition; higher % means a stronger effect; one-dose inhibition, % at 12.5 µM; IC50 in µM for titrated hits; hit rate 0.3% among 340,000; in the data active = a potency from the dose series; inconclusive = inhibition above about 27% without an active follow-up result; also: strong numbers were not always called active
H37Rv inhibition: M. tuberculosis growth inhibition, HTS (AID 449762); M. tuberculosis H37Rv growth inhibition, 7H9 media; higher % means a stronger effect; hit rate 0.59% among 330,000; one-dose inhibition, % at 25 µM; IC50 in µM for titrated hits; in the data active = a potency from the dose series; inconclusive = inhibition above about 70% without an active follow-up result;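 also: bacterial growth assessed after seven days of incubation; strong numbers were not always called active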
VEEV TC-83 Vero 10K pilot screen: further read-out of VEEV TC-83 Vero, marked with its call; inhibition, %; measured here: 10K pilot screen inhibition
The depositor's hits bear a star; i = inactive; u = inconclusive; x = not tested or not shown. This is a random part of the collection; 1.4% or so of the library scored in one or more.

SMILES	PhoP GFP inhibition	M. tuberculosis	VEEV TC-83 Vero	influenza NS1A	H37Rv inhibition	others
CCOc1cc(C(=O)Nc2nnc(S(=O)(=O)N3CCOCC3)s2)cc(OCC)c1OCC	-13%	14%	2.6%	-3%	1%
[N-]=[N+]=CC(=O)C(Cc1ccccc1)N1C(=O)c2ccccc2C1=O (configuration not stated)	0%	4%	0.5%	-7%	6%
Nc1nc(CN2CCN(c3ccccc3F)CC2)nc(Nc2ccccc2)n1	0%	76%	i	-23%	26%
COC(=O)C(=C/C=C/c1ccco1)C(=O)OC	-3%	8%	0.5%	9%	-13%
NCCCC[C@H](NC(=O)C1CCNCC1)c1nnc(CN)o1	8%	x	x	x	2%
O=C(Nc1ccc(Cl)cc1)OCCn1nnnc1C(c1ccccc1)N1CCOCC1 (configuration not stated)	5%	x	3.9%	11%	-3%
CCN(CC)CC#CCC(OC)(c1ccccc1)c1ccccc1	-24%	4%	0.5%	7%	-2%
CCOC(=O)Cc1ccc(NC(=O)c2cccc([N+](=O)[O-])c2)cc1	5%	22%	0.7%	-1%	-1%
O=C(C(NS(=O)(=O)c1cccc2nsnc12)c1ccccc1)N1CCN(c2ccccn2)CC1 (configuration not stated)	0%	17%	5.0%	-8%	-10%
COC(=O)c1ccc(OCC(=O)c2ccccc2OC)cc1	-3%	-1%	2.0%	3%	-16%
COC(=O)c1ccc(N=NN2CCCCC2)cc1	-11%	69%	0.4%	5%	8%
CCN(CC)CCN1C(=O)c2ccccc2NC1c1ccc(N(C)C)cc1 (configuration not stated)	-6%	9%	0.3%	1%	-8%
O=C(c1ccc2c(=O)n(-c3ccccc3)c(=S)[nH]c2c1)N1CCN(c2ccccc2)CC1	x	-4%	1.4%	-7%	-2%
Cc1cc(C)n(-c2ccc(F)cc2)c(=O)c1C(=O)O	6%	-3%	2.0%	-2%	-7%
O=C(O)c1cc2ccc3ccccc3c2oc1=O	-3%	18%	1.4%	3%	56%
Cc1nc(-c2ccc(C#N)cc2)cs1	1%	7%	1.0%	7%	9%
CCOc1cc(/C=N\NC(=O)Cc2ccccc2)ccc1OCC(=O)Nc1ccc(C)c(C)c1	-29%	3%	2.3%	1%	-6%
Cn1c(=O)[nH]c(=O)c2c1nc(Br)n2CCCSc1nc2ccccc2o1	-1%	43%	i	18%	1%
CCCCOc1ccc(/C=C/C(=O)OCC(=O)c2c(N)n(C)c(=O)n(C)c2=O)cc1OCC	3%	-2%	1.1%	-13%	-5%
COc1ccc(S(=O)(=O)Nc2ccccc2OC)cc1N=Nc1c(O)[nH]c(=S)[nH]c1=O	x	1%	1.9%	-1%	3%
COc1ccc(S(=O)(=O)NC2CC(C)(C)NC(C)(C)C2)cc1C(C)C	1%	33%	7.3%	13%	0%
C=CCn1c(N)cc(=O)nc1SC(CC)C(=O)Nc1ccc(C(C)=O)cc1 (configuration not stated)	-4%	-1%	i	0%	97%
CN1C(=O)c2ccc(NC(=O)c3c(C(=O)O)cccc3[N+](=O)[O-])cc2C1=O	-1%	-3%	i	-3%	1%
COc1ccc(Nc2nc(Nc3ccc(OC)cc3)nc(SC3=NCCS3)n2)cc1	4%	15%	i	7%	9%	VEEV TC-83 Vero 10K pilot screen=5.8
O=C1NCCC12C(=O)Nc1ccccc12 (configuration not stated)	12%	1%	0.8%	1%	-4%
CC(=O)N1c2ccccc2N2C(c3c(C)c(C)cc(C)c3C)=NON12	x	x	3.2%	-5%	x
COc1ccc2oc(C(=O)OCC(=O)NC(=O)NC(C)C)c(C)c2c1	14%	11%	2.2%	4%	-2%
O=C(O)Cn1ncc2c1-c1ccoc1CC2	11%	6%	1.6%	-10%	-1%
COC(=O)C1=C(c2cccc(OCc3ccccc3)c2)C[C@@H]2CC[C@H]1N2C(=O)NCc1ccc(OC)cc1	x	-1%	2.1%	8%	-5%
COc1ccc(C(=O)NCc2cccc(Cl)c2)cc1S(=O)(=O)N1CCOCC1	x	16%	1.6%	-2%	8%
CCOC(=O)Cn1c(Br)nc2c1c(=O)[nH]c(=O)n2C	-10%	-2%	0.6%	0%	2%
COc1ccc(CNC(=O)CN2CCN(S(=O)(=O)c3c(C)c(C)cc(C)c3C)CC2)cc1OC	x	1%	6.0%	-4%	-6%
CC(CCc1ccccc1)NC(=O)COC(=O)c1ccc(NC(N)=O)cc1 (configuration not stated)	-15%	2%	0.7%	0%	8%
Cc1cc(C=NCCCO)c(C)n1-c1cc(Cl)ccc1Cl	x	x	0.5%	0%	x
O=C(COC(=O)c1ccc([N+](=O)[O-])s1)NCc1ccc(F)cc1	-2%	u	1.1%	-7%	15%
O=C(Nc1nc2ccccc2s1)C1CC(=O)N(c2ccc(Br)cc2)C1 (configuration not stated)	8%	78%	i	-2%	24%
Cc1cc(-c2ccccc2)nc(SCc2ccc(C(=O)O)o2)n1	-9%	9%	i	2%	6%
CC1CCCCC1NC(=O)c1ccc(-n2cncn2)c([N+](=O)[O-])c1 (configuration not stated)	3%	2%	2.9%	-14%	2%
CCN(c1ccccc1)S(=O)(=O)c1ccc(OC)c(NC(=O)C2CC(=O)N(Cc3ccccc3)C2)c1 (configuration not stated)	-1%	30%	7.0%	-3%	-6%
CC(=O)C(Sc1ccc2nnc(-c3ccc(F)cc3)n2n1)C(C)=O	2%	-15%	0.1%	4%	0%
O=C(CN1CCN(C(=O)C2CCCO2)CC1)Nc1c(Cl)cccc1Cl (configuration not stated)	-4%	-8%	0.9%	-8%	5%
CNC(=O)CCc1nc(-c2ccc(C(C)(C)C)cc2)no1	9%	31%	2.5%	-1%	9%
O=C(Oc1cc(Cl)cc(Cl)c1)c1cnc2n(c1=O)CCS2	2%	1%	9.7%	-2%	5%
CC(C)(C)c1ccc(C2(C)NC(=O)N(CC(=O)c3ccc[nH]3)C2=O)cc1 (configuration not stated)	0%	13%	1.0%	10%	0%
Cc1cc2oc(=O)cc(CN3CCCCC3)c2cc1C(C)C	8%	23%	i	1%	4%
C/C(=N\NC(=O)c1cccs1)c1c(O)cc(C)oc1=O	8%	u	0.6%	-3%	-1%
CC(=O)c1sc(NC(=O)COc2ccc(C(C)C)c(C)c2)nc1C	3%	14%	1.2%	9%	5%
CC(=O)Nc1ccccc1C(=O)OCC(=O)Nc1ncccn1	4%	22%	1.4%	-1%	0%
O=C(CSC(=O)c1ccccc1)Nc1ccccc1F	x	u	0.5%	-1%	29%
CN(C(=O)COC(=O)C1CSC2(C)CCC(=O)N12)c1ccccc1 (configuration not stated)	4%	1%	i	3%	-4%
CN(C)c1ccc(C(CNC(=O)c2ccco2)N2CCCC2)cc1 (configuration not stated)	8%	-9%	0.1%	-1%	-1%
COC(=O)c1cc2c(-c3ccccc3)cc3ccccn3c-2c1C(=O)OC	-14%	30%	9.2%	19µM*	-5%	VEEV TC-83 Vero 10K pilot screen=5.6
COc1ccc(CNC(=O)c2cccc3c2C(=O)N(Cc2cccnc2)C3)cc1	-5%	10%	0.3%	9%	-6%
CC(/C=C/c1ccc2c(c1)OCO2)=N/NC(=O)COc1ccc(C)cc1	-7%	-9%	i	-3%	1%
CC(=O)c1ccc(NC(=O)CN2C(=O)/C(=C/C=C/c3ccccc3)SC2=S)cc1	-5%	-9%	0.1%	6%	23%
Cc1ccc(-c2cc(C(=O)Nc3cccnc3)c3ccccc3n2)s1	-13%	25%	7.7%	-2%	u
C=CCn1c(SCC(=O)c2c(N)n(C3CC3)c(=O)[nH]c2=O)nnc1-c1ccccc1OC	x	x	1.9%	6%	x
Cc1ccc(S(=O)(=O)N2CCC[C@H]2C(=O)OCC(=O)c2ccc3c(c2)NC(=O)CO3)cc1	5%	-23%	0.3%	-11%	0%
COc1cc2c(cc1OC)[C@H](C)N(C(=S)Nc1ccc(F)cc1)CC2	4%	-3%	0.2%	x	-9%
CCS(=O)(=O)N1CCN(CC(=O)NC2CCCCC2)CC1	2%	-13%	0.2%	11%	-10%	VEEV TC-83 Vero 10K pilot screen=0.7

Sorted by heavy-atom count (low to high): three of the compounds above.
SMILES	PhoP GFP inhibition	M. tuberculosis	VEEV TC-83 Vero	influenza NS1A	H37Rv inhibition	others
Cc1cc(-c2ccccc2)nc(SCc2ccc(C(=O)O)o2)n1	-9%	9%	i	2%	6%
CCOC(=O)Cc1ccc(NC(=O)c2cccc([N+](=O)[O-])c2)cc1	5%	22%	0.7%	-1%	-1%
COc1ccc(CNC(=O)c2cccc3c2C(=O)N(Cc2cccnc2)C3)cc1	-5%	10%	0.3%	9%	-6%

Molecules from the list above that have a thiophene ring, fused or not (3):
SMILES	PhoP GFP inhibition	M. tuberculosis	VEEV TC-83 Vero	influenza NS1A	H37Rv inhibition	others
O=C(COC(=O)c1ccc([N+](=O)[O-])s1)NCc1ccc(F)cc1	-2%	u	1.1%	-7%	15%
C/C(=N\NC(=O)c1cccs1)c1c(O)cc(C)oc1=O	8%	u	0.6%	-3%	-1%
Cc1ccc(-c2cc(C(=O)Nc3cccnc3)c3ccccc3n2)s1	-13%	25%	7.7%	-2%	u

At a glance, some entries already given:
SMILES	PhoP GFP inhibition	M. tuberculosis	VEEV TC-83 Vero	influenza NS1A	H37Rv inhibition	others
COc1cc2c(cc1OC)[C@H](C)N(C(=S)Nc1ccc(F)cc1)CC2	4%	-3%	0.2%	x	-9%
CCS(=O)(=O)N1CCN(CC(=O)NC2CCCCC2)CC1	2%	-13%	0.2%	11%	-10%	VEEV TC-83 Vero 10K pilot screen=0.7

More results.
SMILES	PhoP GFP inhibition	M. tuberculosis	VEEV TC-83 Vero	influenza NS1A	H37Rv inhibition	others
Cc1ccc2c(c1)nnn2C1CCN(S(=O)(=O)c2ccc3ccccc3c2)CC1	-11%	29%	i	-4%	u
CC1CCc2c(sc(NC(=O)c3ccc(Cn4cc([N+](=O)[O-])cn4)o3)c2C#N)C1 (configuration not stated)	9%	31%	5.3%	8%	u
O=C(c1ccccc1)C1CCN(C(=O)c2cccs2)CC1	10%	-4%	1.2%	-1%	9%
O=C1ON(Cc2ccccc2)C(c2ccccc2)N1c1ccccc1 (configuration not stated)	x	x	0.1%	-6%	x
O=C(COc1ccccc1)Nc1nnc(S(=O)(=O)N2CCCCC2)s1	-1%	-2%	2.4%	-5%	2%
N#Cc1ccc(CSc2nnc(-c3ccccc3)n2Cc2ccco2)cc1	10%	8%	1.2%	7%	1%
COc1ccc(NC(=O)CN(C)S(=O)(=O)c2ccc(Br)s2)cc1OC	-7%	-12%	0.2%	3%	1%
Cc1cc(NS(=O)(=O)c2ccc(NC(=S)NC(=O)c3ccc(Cl)cc3Cl)cc2)no1	7%	67%	0.9%	3%	-2%
Cc1cc(C)c(S(=O)(=O)Nc2c(C)[nH]c(=O)[nH]c2=O)c(C)c1	5%	-6%	1.4%	0%	-4%
CCOc1cc(CN2CCCCC2)ccc1OC	-1%	6%	i	-3%	2%
CC(C)CC(=O)NC1(C(F)(F)F)C(=O)N(CC(C)C)C2=C1C(=O)CC(C)(C)C2 (configuration not stated)	1%	-5%	0.7%	-11%	-1%
O=C(NCCN1CCN(c2ccccc2)CC1)c1ccccc1F	4%	-6%	2.1%	-4%	7%
CN1CCN(C2CCCCC2NS(=O)(=O)c2ccc(Cl)cc2)CC1 (configuration not stated)	10%	-2%	0.2%	4%	4%
c1ccc(Oc2nc(Oc3ccccc3)nc(N3CCOCC3)n2)cc1	6%	14%	1.9%	-5%	6%
COc1ccc2[nH]c(C)c(CCN(Cc3cccs3)C(=S)Nc3ccc(F)cc3)c2c1	-18%	x	6.6%	8%	-4%
CCn1nc(C)c(NC(=O)/C=C/c2ccc(OC)c(COc3ccc(Cl)cc3Br)c2)c1C	1%	10%	2.6%	1%	9%
Cc1cc(SCc2ccccc2Cl)nc(=O)[nH]1	5%	-4%	3.4%	-2%	1%
Cc1ccc(C(=O)Nc2nc(C)c(C(=O)N(C)C)s2)o1	-5%	-4%	3.0%	-2%	-3%
Cc1ccc(N2C(=O)CN(Cc3cccs3)C2=S)cc1C	1%	3%	0.4%	6%	-2%
O=S1(=O)C[C@@H]2N=C(N/N=C/c3ccccc3)S[C@@H]2C1	-1%	-5%	0.4%	1%	9%
O=C(Cn1nnc(-c2ccncc2)n1)NCCc1ccccc1	1%	-5%	0.1%	1%	-11%
C=CCNc1ncnc2ccccc12	-1%	-3%	0.1%	6%	-16%
CC(C)c1ccc(C2/C(=C(/O)c3ccc(F)cc3)C(=O)C(=O)N2CCCN2CCOCC2)cc1 (configuration not stated)	-6%	12%	0.9%	-5%	13%
COc1cccc(CC(=O)OC(C)C(=O)Nc2ncc(Cl)cc2Cl)c1 (configuration not stated)	3%	5%	i	0%	-8%
COc1ccccc1NC(=S)N(Cc1cccs1)C1CCCC1	-2%	2%	0.7%	4%	3%

Screening data from PubChem BioAssay.
